Screening data as filed in PubChem.
dFosB activator: mouse delta FosB homodimer activation. purified delta FosB, TAMRA-CDK5 oligo fluorescence polarization; percent of positive-control signal above neutral wells. activation, % at 25 µM. AID 493131. 340,000 compounds, 0.99% hits;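 active = mean activation above about 17%, with every replicate also reaching it, limit read from the data, passing the limit was not always enough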;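 note: fluorescence polarization rise as delta FosB binds a TAMRA Cdk5 AP-1 oligo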
Target sequence (P13346 whole entry, looked up): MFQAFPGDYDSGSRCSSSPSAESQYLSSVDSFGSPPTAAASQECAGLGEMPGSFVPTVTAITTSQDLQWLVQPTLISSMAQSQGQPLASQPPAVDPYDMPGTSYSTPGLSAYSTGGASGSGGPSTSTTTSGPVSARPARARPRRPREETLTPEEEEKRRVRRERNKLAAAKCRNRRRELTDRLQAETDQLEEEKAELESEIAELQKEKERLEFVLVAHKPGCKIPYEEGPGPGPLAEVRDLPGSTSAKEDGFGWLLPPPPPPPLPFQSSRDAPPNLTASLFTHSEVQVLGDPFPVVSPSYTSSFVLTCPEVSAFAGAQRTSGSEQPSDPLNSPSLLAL
CDK5 inh: CDK5/p35 (human) kinase inhibition | Recombinant CDK5/p35, ADP-Glo luminescence, 60 min | 330,000 compounds, 0.01% hits | Q00535+Q15078 | inhibition, % at 10 µM | AID 488839;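 active = highest replicate inhibition of at least 50% and at least 75% of replicates reaching 50%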;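 note: plate controls were DMSO neutral control for no effect and GW8510 at 10 µM for full effect; many of its hits are not listed in these tables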
Target sequence (Q00535 whole entry, looked up): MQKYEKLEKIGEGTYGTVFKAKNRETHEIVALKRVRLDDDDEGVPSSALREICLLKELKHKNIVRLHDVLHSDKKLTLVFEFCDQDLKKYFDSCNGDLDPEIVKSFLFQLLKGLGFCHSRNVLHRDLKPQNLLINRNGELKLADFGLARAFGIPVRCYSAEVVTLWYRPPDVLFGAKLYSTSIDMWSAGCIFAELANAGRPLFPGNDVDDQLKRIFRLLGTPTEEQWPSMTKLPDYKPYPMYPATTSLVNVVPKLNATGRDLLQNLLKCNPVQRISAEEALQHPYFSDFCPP
Target sequence (Q15078 whole entry, looked up): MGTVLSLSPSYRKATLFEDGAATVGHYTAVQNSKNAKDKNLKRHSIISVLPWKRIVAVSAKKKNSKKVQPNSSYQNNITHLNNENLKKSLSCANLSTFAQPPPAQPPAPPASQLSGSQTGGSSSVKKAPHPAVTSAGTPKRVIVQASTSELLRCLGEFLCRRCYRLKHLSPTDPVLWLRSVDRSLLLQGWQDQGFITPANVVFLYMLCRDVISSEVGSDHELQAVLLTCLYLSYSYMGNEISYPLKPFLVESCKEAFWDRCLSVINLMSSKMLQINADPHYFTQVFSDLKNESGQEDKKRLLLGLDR
MITF TRPM1 HTS: activators of MITF-driven TRPM1 promoter activity in SK-MEL-5 cells | activation, % at 12.5 µM | SK-MEL-5 TRPM1-promoter luciferase, 24 h; % of positive control, neutral wells = 0 | 300,000 compounds, 0.75% hits | AID 588334;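 active = mean activation of at least 80% with every replicate also reaching 80%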;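 note: 0% = neutral control wells and 100% = parthenolide positive control wells; values of inactives mirror those of a sister screen read the other way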
Tat transport: inhibitors of E. coli Tat protein transport. inhibition, % at 10 µM. E. coli MC4100 TorA-mCherry Tat export, fluorescence. 340,000 compounds, 0.036% hits. AID 488895;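 active = mean replicate inhibition at least 50% and at least half of replicates individually reaching 50%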;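 note: exported cargo escapes ClpAP degradation while cytoplasmic cargo is degraded and loses fluorescence; 0% = median of neutral control wells and 100% = median of NaSCN control wells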
V-ATPase pH: regulators of yeast V-ATPase proton transport; S. cerevisiae, pHLuorin cytosolic pH fluorescence; 350,000 compounds, 0.37% hits; AID 504577; response, % at 10 µM; in the data active = response mostly above about 7.3%, no sharp cut-off; inactive = mostly below about 5.4%; note: actives read high; inactives centre near 0; some compounds called inactive have numbers as strong as hits
CAL PDZ FP-1: inhibitors of human CAL PDZ peptide binding; Q9HD26; purified CAL PDZ, TMR-peptide fluorescence polarization, 1 h; inhibition, % at 24.9 µM; 300,000 compounds, 0.92% hits; AID 602252;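 active = mean inhibition of at least 30% with at least half of replicates also reaching 30%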;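 note: 0% = DMSO neutral control and 100% = excess unlabeled competitor peptide PRC23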
Rtt109 HAT inh: inhibitors of Candida albicans Rtt109/Vps75 histone acetyltransferase. 330,000 compounds, 0.16% hits. AID 540336. inhibition, % at 34.9 µM. purified Rtt109/Vps75, ThioGlo CoA-SH fluorescence, 4 h. Q5AAJ8;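 active = inhibition of at least 50% in every replicate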
CAL PDZ FP-2: blocks peptide binding to human CAL PDZ domain; purified CAL PDZ, TMR-peptide fluorescence polarization, 1 h; inhibition, % at 20 µM; 330,000 compounds, 0.02% hits; AID 504414;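 active = highest replicate inhibition of at least 40%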;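 note: plate controls were DMSO neutral control wells for no effect and unlabeled competitor peptide control wells for full effect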
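Test system: purified CerCALP PDZ construct; Compound dosing: one concentration, 20 µM compound; Also added: TMR-labelled reporter peptide T*-PRC34 bound in PDZ groove; Read-out: inhibition from polarization loss; Controls: unlabelled peptide and DMSO controls; Signal: FP readout, S and P plane fluorescence; Incubation: 1 h at RT.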
cardiac RTF act: cardiac RTF calcium sensitization; P19429+P45379; IANBD-labeled TnC RTF fluorescence at EC20 calcium; 0% EC20 calcium, 100% full calcium; activation, % at 7.2 µM; 340,000 compounds, 0.24% hits;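 active = activation above the mean over all tested compounds plus 3 SD, cut at about 30% in these data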;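 note: rise in fluorescence read as greater calcium sensitivity of cardiac thin filaments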
Wnt act: Wnt/beta-catenin pathway activation. AID 743398. activation, % at 9.35 µM. Wnt/beta-catenin reporter cell assay, activator, plate reader. 300,000 compounds, 1.2% hits; in the data active = activation above about 30%, passing the limit was not always enough;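 note: 0% = neutral control wells and 100% = positive control wells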
* = called active by the depositor.

What do the screens show for `CN(CC(=O)NC1CC1)S(=O)(=O)c1cc(Cl)ccc1Cl`?
dFosB activator: -4; CDK5 inh: -0.7; MITF TRPM1 HTS: -2; Tat transport: -2; V-ATPase pH: -3; CAL PDZ FP-1: -2; Rtt109 HAT inh: 1; CAL PDZ FP-2: -1.6; cardiac RTF act: 1; Wnt act: -1

What do the screens show for `COc1ccc2c(CSc3nc4nc(C)cc(C)n4n3)cc(=O)oc2c1`?
dFosB activator: -9; CDK5 inh: -6.3; MITF TRPM1 HTS: -5; Tat transport: 5; V-ATPase pH: -1; CAL PDZ FP-1: -2; Rtt109 HAT inh: 3; CAL PDZ FP-2: 0.2; cardiac RTF act: 10

What do the screens show for `COc1cc(N2C(=O)c3ccccc3C2=O)c(Cl)cc1C(=O)OCC(=O)N(C)C`?
dFosB activator: 1; CDK5 inh: -0.8; MITF TRPM1 HTS: -12; Tat transport: -8; V-ATPase pH: 0; CAL PDZ FP-1: 3; Rtt109 HAT inh: -11; CAL PDZ FP-2: -2.6; cardiac RTF act: -1; Wnt act: -1

What do the screens show for `CC(C)CC(=O)Nc1cccc(NC(=O)CC(C)C)n1`?
dFosB activator: -5; CDK5 inh: -0.2; MITF TRPM1 HTS: 2; Tat transport: -13; V-ATPase pH: -5; CAL PDZ FP-1: -1; Rtt109 HAT inh: 6; CAL PDZ FP-2: -2.5; cardiac RTF act: -6; Wnt act: -2

Results for COc1ccc(/C=N/NC(=O)OC(C)(C)C)cc1OC ?
dFosB activator: 4; CDK5 inh: -2.0; MITF TRPM1 HTS: 4; Tat transport: -9; V-ATPase pH: 0; CAL PDZ FP-1: -3; Rtt109 HAT inh: -5; CAL PDZ FP-2: -0.3; cardiac RTF act: -4

What do the screens show for `CCOc1ccc(S(=O)(=O)NCCC(=O)N2CC(C)CC(C)C2)cc1` (configuration not stated)?
dFosB activator: -3; CDK5 inh: 0.4; MITF TRPM1 HTS: 2; Tat transport: 1; V-ATPase pH: 1; CAL PDZ FP-1: 0; Rtt109 HAT inh: 5; CAL PDZ FP-2: -1.0; cardiac RTF act: -7; Wnt act: 0

How did CCN(C1CCS(=O)(=O)C1)S(=O)(=O)c1ccc(OC)c(OC)c1 (configuration not stated) do in these assays?
dFosB activator: -2; CDK5 inh: 0.1; MITF TRPM1 HTS: -1; Tat transport: -1; V-ATPase pH: 1; CAL PDZ FP-1: -3; Rtt109 HAT inh: 24; CAL PDZ FP-2: -0.3; cardiac RTF act: -6; Wnt act: 2

How did CCOc1ccc(C(=O)NCC(=O)N2CCc3ccccc3C2)cc1OCC do in these assays?
dFosB activator: -8; CDK5 inh: -0.1; MITF TRPM1 HTS: 4; Tat transport: 6; V-ATPase pH: -1; CAL PDZ FP-1: -2; Rtt109 HAT inh: -8; CAL PDZ FP-2: -0.4; cardiac RTF act: -5; Wnt act: -1

Results for O=C(COC(=O)c1ccc(Cl)cc1[N+](=O)[O-])NC(=O)c1ccccc1 ?
dFosB activator: -1; CDK5 inh: 0.6; MITF TRPM1 HTS: 8; Tat transport: -20; V-ATPase pH: -2; CAL PDZ FP-1: -3; Rtt109 HAT inh: -5; CAL PDZ FP-2: -0.1; cardiac RTF act: 0; Wnt act: -3

Results for CCS(=O)(=O)N1CCC(c2nc3ccccc3[nH]2)CC1 ?
dFosB activator: -3; CDK5 inh: 0.7; MITF TRPM1 HTS: 4; Tat transport: 0; V-ATPase pH: -1; Rtt109 HAT inh: 5; CAL PDZ FP-2: -0.1; cardiac RTF act: -2; Wnt act: -2

How did CCOc1ccccc1CN1CCN(Cc2cccc3nonc23)CC1CCO (configuration not stated) do in these assays?
dFosB activator: -4; CDK5 inh: 2.1; MITF TRPM1 HTS: -11; Tat transport: 0; V-ATPase pH: -2; CAL PDZ FP-1: 4; Rtt109 HAT inh: 4; CAL PDZ FP-2: 0.0; cardiac RTF act: -3; Wnt act: -1

Results for CCNS(=O)(=O)c1ccc2c(c1)n(C)c(=O)n2C ?
dFosB activator: -3; CDK5 inh: 0.0; MITF TRPM1 HTS: 0; Tat transport: -5; V-ATPase pH: -3; CAL PDZ FP-1: 0; Rtt109 HAT inh: 5; CAL PDZ FP-2: -0.4; cardiac RTF act: -3; Wnt act: 0

Sorted by heavy-atom count (ascending): some entries from above
Results for CCS(=O)(=O)N1CCC(c2nc3ccccc3[nH]2)CC1 ?
dFosB activator: -3; CDK5 inh: 0.7; MITF TRPM1 HTS: 4; Tat transport: 0; V-ATPase pH: -1; Rtt109 HAT inh: 5; CAL PDZ FP-2: -0.1; cardiac RTF act: -2; Wnt act: -2

What do the screens show for `COc1ccc2c(CSc3nc4nc(C)cc(C)n4n3)cc(=O)oc2c1`?
dFosB activator: -9; CDK5 inh: -6.3; MITF TRPM1 HTS: -5; Tat transport: 5; V-ATPase pH: -1; CAL PDZ FP-1: -2; Rtt109 HAT inh: 3; CAL PDZ FP-2: 0.2; cardiac RTF act: 10

What do the screens show for `COc1cc(N2C(=O)c3ccccc3C2=O)c(Cl)cc1C(=O)OCC(=O)N(C)C`?
dFosB activator: 1; CDK5 inh: -0.8; MITF TRPM1 HTS: -12; Tat transport: -8; V-ATPase pH: 0; CAL PDZ FP-1: 3; Rtt109 HAT inh: -11; CAL PDZ FP-2: -2.6; cardiac RTF act: -1; Wnt act: -1

Other results
Results for COc1cc(/C=C(\C#N)c2ccccn2)ccc1OCC(=O)Nc1ccc(Br)cc1 ?
dFosB activator: -5; CDK5 inh: 1.3; MITF TRPM1 HTS: 4; Tat transport: -2; V-ATPase pH: 5; CAL PDZ FP-1: -3; Rtt109 HAT inh: -4; CAL PDZ FP-2: -1.0; cardiac RTF act: -8; Wnt act: -1

What do the screens show for `COC(=O)C1(C)NCCc2c1[nH]c1ccccc21` (configuration not stated)?
dFosB activator: -7; CDK5 inh: -0.9; MITF TRPM1 HTS: 10; Tat transport: 4; V-ATPase pH: 1; CAL PDZ FP-1: 2; Rtt109 HAT inh: -7; CAL PDZ FP-2: -0.3; cardiac RTF act: -3; Wnt act: -2

Results for O=C(NC(=S)Nc1ccc(S(=O)(=O)N2CCCCCC2)cc1)c1cccs1 ?
dFosB activator: -6; CDK5 inh: 0.0; MITF TRPM1 HTS: 4; Tat transport: -3; V-ATPase pH: 1; CAL PDZ FP-1: -2; Rtt109 HAT inh: 1; CAL PDZ FP-2: -0.2; cardiac RTF act: 3; Wnt act: -11

How did CC(NC(=O)COc1cccnc1[N+](=O)[O-])c1ccc(Cl)cc1 (configuration not stated) do in these assays?
dFosB activator: -9; CDK5 inh: 2.6; MITF TRPM1 HTS: 0; Tat transport: -1; V-ATPase pH: -2; CAL PDZ FP-1: -1; Rtt109 HAT inh: -7; CAL PDZ FP-2: -2.6; cardiac RTF act: 2; Wnt act: -2

Results for Cc1cc(C)cc(-n2c(C)cc(/C=N/NC(=O)CN(c3c(C)cccc3C)S(C)(=O)=O)c2C)c1 ?
dFosB activator: -13; CDK5 inh: -0.2; MITF TRPM1 HTS: -8; Tat transport: -3; V-ATPase pH: -4; CAL PDZ FP-1: -3; Rtt109 HAT inh: -9; CAL PDZ FP-2: -0.5; cardiac RTF act: 1

How did CCOC(=O)N1CCC(N(CCN(C)C)C(=S)Nc2ccccc2Cl)CC1 do in these assays?
dFosB activator: -1; CDK5 inh: -1.3; MITF TRPM1 HTS: 8; Tat transport: -2; V-ATPase pH: 2; CAL PDZ FP-1: -4; Rtt109 HAT inh: 10; CAL PDZ FP-2: -2.8; cardiac RTF act: 1; Wnt act: 0

How did CCn1c(SCCN2CCOCC2)nc2c1c(=O)n(C)c(=O)n2C do in these assays?
dFosB activator: -1; CDK5 inh: -0.5; MITF TRPM1 HTS: 2; Tat transport: 3; V-ATPase pH: 1; Rtt109 HAT inh: -9; CAL PDZ FP-2: -0.2; cardiac RTF act: 0; Wnt act: 1

How did Cc1ccc(C(=O)N2CC(C)CC(C)C2)cc1S(=O)(=O)N1CCCCC1 (configuration not stated) do in these assays?
dFosB activator: -6; CDK5 inh: 0.0; Tat transport: 4; V-ATPase pH: 1; CAL PDZ FP-1: -2; Rtt109 HAT inh: 1; CAL PDZ FP-2: 0.1; cardiac RTF act: 3; Wnt act: -1

Results for Cc1cccc(CC2S/C(=N/c3cccc(C)n3)NC2=O)c1 (configuration not stated) ?
dFosB activator: -19; CDK5 inh: -1.1; Tat transport: 9; V-ATPase pH: 3; Rtt109 HAT inh: 0; CAL PDZ FP-2: -2.3; cardiac RTF act: 11; Wnt act: 2

How did Cc1ccc(NS(=O)(=O)Cc2ccccc2)cc1Cl do in these assays?
dFosB activator: -4; CDK5 inh: 0.2; MITF TRPM1 HTS: 6; Tat transport: -9; V-ATPase pH: 4; CAL PDZ FP-1: -1; Rtt109 HAT inh: 1; cardiac RTF act: -5; Wnt act: 2

How did Cc1ccc(C(OC(=O)c2ccco2)C(=O)NC(C)(C)C)cc1 (configuration not stated) do in these assays?
dFosB activator: 4; CDK5 inh: 0.3; Tat transport: -8; V-ATPase pH: -2; CAL PDZ FP-1: 12; Rtt109 HAT inh: 4; CAL PDZ FP-2: -1.0; cardiac RTF act: -3; Wnt act: -1

How did O=C(NCC1COc2ccccc2O1)c1ccc(-n2cncn2)c([N+](=O)[O-])c1 (configuration not stated) do in these assays?
dFosB activator: 1; CDK5 inh: 1.1; MITF TRPM1 HTS: -5; Tat transport: -5; V-ATPase pH: -1; CAL PDZ FP-1: 2; CAL PDZ FP-2: -1.0; cardiac RTF act: -2; Wnt act: -4

What do the screens show for `Cc1ccnc(NS(=O)(=O)c2ccc(NC(=O)c3ccc(N4C(=O)CCC4=O)cc3)cc2)n1`?
dFosB activator: 1; CDK5 inh: -1.7; MITF TRPM1 HTS: -14; Tat transport: -7; V-ATPase pH: 12*; CAL PDZ FP-1: -2; Rtt109 HAT inh: 7; CAL PDZ FP-2: -6.9; cardiac RTF act: 4; Wnt act: -1

Results for Cc1ccc(S(=O)(=O)N2CCCc3cc(NC(=O)c4c(F)cccc4F)ccc32)cc1 ?
dFosB activator: -9; CDK5 inh: 1.0; MITF TRPM1 HTS: 0; Tat transport: 5; V-ATPase pH: -1; CAL PDZ FP-1: -4; Rtt109 HAT inh: 9; CAL PDZ FP-2: -0.8; cardiac RTF act: -5; Wnt act: -3

How did COC(=O)C1C(C(C)C)N(c2ccccc2)OC1(C)O (configuration not stated) do in these assays?
dFosB activator: 5; CDK5 inh: 0.0; MITF TRPM1 HTS: -3; Tat transport: -3; V-ATPase pH: 1; CAL PDZ FP-1: 0; Rtt109 HAT inh: 0; CAL PDZ FP-2: 0.0; cardiac RTF act: 0; Wnt act: -2

Results for O=C(Cc1ccc(Cl)cc1)NC(=S)Nc1ccccc1O ?
dFosB activator: 0; CDK5 inh: 0.8; MITF TRPM1 HTS: -3; Tat transport: 10; V-ATPase pH: -1; CAL PDZ FP-1: -2; Rtt109 HAT inh: -2; CAL PDZ FP-2: 0.0; cardiac RTF act: 10; Wnt act: 0

What do the screens show for `CS(=O)(=O)c1ccc2nc(NC(=O)C3C4C=CC(C4)C3C(=O)O)sc2c1` (configuration not stated)?
dFosB activator: 5; CDK5 inh: -0.7; MITF TRPM1 HTS: 15; Tat transport: -10; V-ATPase pH: 2; CAL PDZ FP-1: 4; Rtt109 HAT inh: 0; CAL PDZ FP-2: -0.6; cardiac RTF act: -1
